Source: PubChem
DRD3 agonist – qHTS of D3 Dopamine Receptor Agonist: qHTS; max activation, %; D3R DiscoveRx beta-arrestin cells, luminescence, 90 min; 410,000 tested, 0.58% active; in the data active = max activation above about 30%; also: 0% is about no effect; mostly tested at two doses, the higher about 12 µM
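Agonist mode: compounds and dopamine controls were applied to plated cells for 90 min at 37 degrees C after an overnight attachment at 1500 cells/well. Luminescent read-out followed 30 - 60 minutes at room temperature with DiscoveRx detection reagent.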
aSyn yeast inh – qHTS of alpha-syn Inhibitors | 370,000 tested, 0.14% active | Yeast expressing alpha-synuclein, growth rescue, BacTiter-Glo, 24 h | AID 652106, 2013 | Potency, µM (titrated, usually from 46.1 µM), inactives show top-dose growth rescue (activation), usual class: activators; also: potency is read from the fitted curve at half-maximal effect; % of control where 0% means no effect; nearly all actives have a fitted effect of over 65% in size
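Rescue of yeast growth: cells expressing toxic alpha-synuclein, induced in galactose at OD600 0.02, incubated with compound 24 h at 30 C. ATP luminescence quantified growth; inhibitors of toxicity appear as activators.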
TDP43 rescue – qHTS of TDP-43 Inhibitors | TDP-43 expressing yeast growth rescue, BacTiter-Glo, 24 h | Potency, µM (titrated, usually from 46.1 µM), inactives show at the top dose growth rescue (activation), most hits filed as activators | 410,000 tested, 1.8% active; also: potency is read from the fitted curve at half-maximal effect; % of control where 0% means no effect; nearly all actives have a fitted effect of over 50% in size
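Luminescence from BacTiter-Glo reports growth of TDP-43-expressing yeast after 24 hr at 30 deg C with compound. Cells were raffinose-pregrown to mid-log, then seeded in galactose medium at OD600=0.02.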
EPAC2 antagonist – qHTS for Antagonist of cAMP-regulated guanine nucleotide exchange factor 2 (EPAC2): primary screen; 360,000 tested, 0.18% active; Potency, µM (top dose mostly 114 µM), inactives show top-dose activity, negative = inhibition, actives largely listed as inhibitors; AID 720708, 2013; EPAC2 GEF exchange of Rap1B-BODIPY-GDP, fluorescence; Rap guanine nucleotide exchange factor 4 (Homo sapiens), Q8WZA2; also: potency is read from the fitted curve at half-maximal effect; % is scaled to controls: 0 for no effect and ±100 for the full control effect; nearly all actives have a fitted effect of over 45% in size; many of its hits are not listed in these tables
Target sequence (Q8WZA2 whole entry, looked up): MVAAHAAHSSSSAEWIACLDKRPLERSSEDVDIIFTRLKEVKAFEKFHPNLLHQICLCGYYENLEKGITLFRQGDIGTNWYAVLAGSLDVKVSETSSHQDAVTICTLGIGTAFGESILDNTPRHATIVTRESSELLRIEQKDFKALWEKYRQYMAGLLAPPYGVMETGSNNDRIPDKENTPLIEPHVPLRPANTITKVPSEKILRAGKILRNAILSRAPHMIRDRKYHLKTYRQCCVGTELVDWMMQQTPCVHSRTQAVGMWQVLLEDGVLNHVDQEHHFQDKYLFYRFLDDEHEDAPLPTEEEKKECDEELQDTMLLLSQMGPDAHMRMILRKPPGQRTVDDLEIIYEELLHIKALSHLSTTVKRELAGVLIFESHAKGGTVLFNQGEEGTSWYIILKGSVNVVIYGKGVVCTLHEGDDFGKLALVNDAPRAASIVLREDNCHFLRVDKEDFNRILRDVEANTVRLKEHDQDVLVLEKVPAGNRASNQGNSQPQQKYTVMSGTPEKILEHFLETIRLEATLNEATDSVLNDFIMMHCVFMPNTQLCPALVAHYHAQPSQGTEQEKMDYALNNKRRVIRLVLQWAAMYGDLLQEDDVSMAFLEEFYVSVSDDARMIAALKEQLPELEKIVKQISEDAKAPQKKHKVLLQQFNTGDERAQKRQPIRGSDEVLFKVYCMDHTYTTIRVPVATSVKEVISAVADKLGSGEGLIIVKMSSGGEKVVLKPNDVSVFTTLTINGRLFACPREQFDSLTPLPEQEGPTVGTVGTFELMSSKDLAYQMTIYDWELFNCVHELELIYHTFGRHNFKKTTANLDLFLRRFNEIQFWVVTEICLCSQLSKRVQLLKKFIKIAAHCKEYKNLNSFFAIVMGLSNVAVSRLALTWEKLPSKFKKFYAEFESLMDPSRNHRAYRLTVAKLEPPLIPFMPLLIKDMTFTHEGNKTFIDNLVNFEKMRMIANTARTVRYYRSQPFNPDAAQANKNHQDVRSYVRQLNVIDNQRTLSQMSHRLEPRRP
FUS suppressor – qHTS for Suppressors of FUS Proteinopathy: Primary screen using FUS-linked yeast assay. S. cerevisiae FUS-expressing, growth rescue, OD600, 24 h. 390,000 tested, 0.24% active. Potency, µM (titrated, usually from 76.6 µM), for the others: top-dose growth rescue (activation), usual class: activators. AID 1347120, 2019;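 also: potency is read from the fitted curve at half-maximal effect; plate controls were DMSO vehicle for no effect and reference control for full effect; nearly all actives have a fitted effect of over 55% in size; some results filed as inactive show a strong effect at the top dose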
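Toxicity suppression screen in FUS-yeast. Cells induced with 2% galactose, starting OD 0.005, treated 24hr at 30C with compounds at multiple final concentrations; growth by OD600.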
EPAC2 agonist – qHTS for Agonist of cAMP-regulated guanine nucleotide exchange factor 4 (EPAC2): primary screen; Rap guanine nucleotide exchange factor 4 (Homo sapiens), Q8WZA2; EPAC2 activation, biochemical qHTS; response scale: 100% = 6.5 mM cAMP response; Potency, µM (top dose mostly 154 µM), for inactives: at the top dose activation, most hits filed as activators; 360,000 tested, 0.079% active; AID 720711, 2013; also: potency is read from the fitted curve at half-maximal effect; nearly all actives have a fitted effect of over 50% in size
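Readout is BODIPY fluorescence (480 nm excitation, 540 nm emission), which falls as labeled GDP is exchanged off Rap1B. EPAC2 at 100 nM acted on 250 nM RAP1B-BODIPY-GDP with 50 uM GDP present.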
DRD3 antagonist – qHTS of D3 Dopamine Receptor Antagonist: qHTS. D(3) dopamine receptor (Homo sapiens), P35462. D3R cells, DiscoveRx beta-arrestin luminescence, antagonist mode; active compounds read low. max response, negative = inhibition, %. 360,000 tested, 2.5% active. AID 652054, 2013; in the data active = max response below about -50%; inconclusive = no clear call, values can overlap the other calls; also: % is scaled to controls: 0 for no effect and ±100 for the full control effect; mostly tested at two doses, the higher about 12 µM
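Cells plated overnight at 1500 cells/well, then exposed to library compounds with dopamine controls for 90 minutes at 37 degrees C. DiscoveRx reagent added for 30–60 minutes at room temperature; luminescence read, quantitative HTS format.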
Abeta rescue – qHTS for compounds that reverse cellular toxicity of Amyloid beta (A-beta) peptide in yeast: Primary Screen. Potency, µM (top dose mostly 46.1 µM), without a hit: at the highest dose growth rescue, actives largely listed as activators. 410,000 tested, 0.063% active. yeast expressing A-beta42, growth rescue, OD600, 48 h; response scale: 0% DMSO, 100% iron-clioquinol control; also: potency is read from the fitted curve at half-maximal effect; nearly all actives have a fitted effect of over 55% in size
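Yeast A-beta toxicity model in growth medium with pinned compounds, 48 h at 30 C; growth read as absorbance at 600 nm. Normalized to FeCl3/clioquinol equimolar mix (positive) and DMSO (negative).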
An asterisk follows results filed as active; ? = inconclusive; / = not tested or not shown; [ ] = dose if it differs, or a comment. Unless noted, calls follow the shape of the dose curve; as a rule, active = well fitted curve in the direction sought with a large enough effect; inconclusive = small, poorly fitted or top-dose-only effect, or another doubt; inactive = no such curve, though single readings can be large; an effect the other way counts as inactive or inconclusive. Some of the compounds tested; the hit share may differ from the screen's.

SMILES	DRD3 agonist	aSyn yeast inh	TDP43 rescue	EPAC2 antagonist	FUS suppressor	EPAC2 agonist	DRD3 antagonist	Abeta rescue
COc1ccc(C(=O)COC(=O)COc2cccc3c2OC(C)(C)C3)c(OC)c1	4.5	11.9%	14.2%	2.6%	26.6%	16.2%	-0.9	-9.3%
CCSc1nc2ccccc2n1CC(N)=O	-9.3	-1.0%	0.0%	7.4%	18.1%	1.5%	-17.7	-9.3%
CS(=O)(=O)Nc1ccccc1C(=O)Nc1cccc(Cl)c1	12.5	-4.5%	-0.9%	3.8%	-3.0%	-2.8%	24.9	0.3%
FC(F)Oc1ccccc1NC(=S)NCc1ccco1	0.7	-6.8%	0.0%	-1.1%	15.0%	3.5%	?	-6.4%
O=C1CC(c2ccccc2)Cc2nc3ncnn3cc21 (stereo unspecified)	0.1	2.7%	-18.0%	9.0%	2.3%	3.9%	-16.4	9.5%
Cn1ncc(Cl)c1C(=O)N1CCN(S(=O)(=O)c2ccc(F)cc2)CC1	3.1	0.4%	22.4%	5.3%	10.7%	0.0%	5.7	13.2%
CCn1c(=O)c(C(=O)Nn2c(C)nc3ccccc3c2=O)c(O)c2ccccc21	0.6	-68.4%[inhibitor]	-93.9%[inhibitor]	-1.3%	/	-13.6%	?	-78.7%[inhibitor]
O=C(Cc1cccc(NC(=O)C2CCCN(C(=O)C3CCCCC3)C2)c1)Nc1cccc(C(=O)N2CCCCC2)c1 (stereo unspecified)	11.3	-4.3%	18.5%	-11.3%	28.4%	6.1%	8.2	-3.1%
COC(=O)c1nnn(CC(=O)Nc2ccc(C)c(F)c2)c1C(=O)OC	-0.6	-2.0%	-8.0%	-1.5%	4.4%	12.5%	-12.5	-5.6%
CCOc1ccccc1NC(=O)N1CC(C)Oc2ccc(Cl)cc21 (stereo unspecified)	2.8	/	-23.5%	/	-14.5%	/	/	-17.9%
COc1ccc(C(=O)NCCCCCC(=O)O)cc1OC	2.1	-8.5%	5.3%	12.7%	-1.9%	0.8%	-24.5	0.1%
O=C(/C=C/c1ccccc1)Nc1cc(-c2nc3ccccc3o2)ccc1Cl	-10.2	/	17.0%	/	-1.7%	/	/	-3.4%
COc1ccc([N+](=O)[O-])cc1NC(=O)C(C)OC(=O)Cc1ccc(OC)c(OC)c1 (stereo unspecified)	4.7	6.8%	?	0.5%	/	4.8%	-13.8	0.8%
CCC(C)c1ccc(OCCCCN2CCOCC2)cc1 (stereo unspecified)	-6.1	6.4%	-19.3%	-4.2%	7.4%	10.5%	-64.6*	-3.4%
Cc1ccc2cc(CN(c3cccc(C)c3C)S(=O)(=O)c3ccccc3)c(=O)[nH]c2c1	-0.3	-2.6%	3.9%	-0.8%	10.3%	5.2%	7.0	4.8%
O=C(Nc1nc2c(s1)CCCC2)Oc1ccccc1	9.9	0.6%	1.2%	16.0%	-10.8%	4.6%	0.0	5.2%
Cc1cccc(N2CCN(C(=O)c3nn(C)c4c3CSc3ccccc3-4)CC2C)c1 (stereo unspecified)	2.4	/	27.8%	/	34.3%	/	/	-26.5%
Cc1c(C(=O)N(C)C)sc2nc(-c3ccccn3)[nH]c(=O)c12	1.2	3.4%	12.7%	1.8%	-18.2%	1.1%	-57.1*	31.5%
Cc1ccccc1Cn1cc(S(=O)(=O)CC(=O)N2CCCCC2)c2ccccc21	-0.4	5.0%	-11.6%	-2.6%	10.5%	-1.3%	15.0	6.2%
CN(Cc1ccccc1)C(=O)c1c[nH]c2ccc(S(=O)(=O)Nc3ccccc3F)cc2c1=O	-4.2	/	14.8%	/	-4.3%	/	/	-8.9%
COc1ccc(CNC(=O)COC(=O)CCOc2ccc(C)cc2)cc1	-8.4	-2.3%	-5.7%	-9.6%	10.7%	-4.0%	-22.3	-12.0%
CCOC(=O)CSc1nnc(CSc2nc3sc4c(c3c(=O)[nH]2)CCC4)n1-c1ccccc1	-0.4	-4.3%	8.2%	-2.1%	9.3%	-5.9%	4.2	-9.0%
Cn1c(COc2ccccc2O)[n+](C)c2ccccc21	3.5	1.4%	10.1%	5.8%	-13.9%	-0.6%	3.0	-4.2%
COc1cc(OC)cc(C(=O)NCC(=O)OC(C)C(=O)NC(C)C2CC3CCC2C3)c1 (stereo unspecified)	-10.9	-0.8%	13.2%	-8.7%	26.3%	-9.5%	24.4	9.7%
CC(OC(=O)CN1C(=O)c2ccccc2C1=O)C(=O)NC1CCCCC1C (stereo unspecified)	-9.9	-2.4%	13.2%	-1.3%	10.3%	-2.7%	-2.7	12.0%
CN(CC(=O)N1CCCCCC1)S(=O)(=O)c1ccc(F)cc1	14.2	-10.2%	-18.7%	3.8%	-6.3%	4.3%	15.7	-21.2%
COc1ccc(S(=O)(=O)N2CCCCC2)cc1NC(=O)CNc1ccccc1N1CCCC1=O	4.0	-4.0%	19.5%	-4.3%	33.3%	12.8%	15.5	3.7%
CCc1ccc(S(=O)(=O)c2nnn3c2nc(NCc2ccccc2OC)c2cc(Cl)ccc23)cc1	5.8	/	1.2%	/	-7.1%	/	/	-8.6%
CCCCn1c(N)c(N(CC(C)C)C(=O)c2cccc(S(=O)(=O)N(CC)c3ccccc3)c2)c(=O)[nH]c1=O	1.8	-4.6%	24.3%	9.6%	/	-13.4%	18.0	-11.1%
O=C(CSC1=NC(=O)C(Cc2ccccc2)C(=O)N1)Nc1ncc(Br)cc1Br (stereo unspecified)	7.1	11.6%	-6.6%	6.0%	8.1%	-1.4%	-0.6	-3.7%
Nc1ncn(C(=S)Nc2ccccc2)n1	-7.5	-3.8%	1.8%	-0.5%	/	11.2%	?	-14.7%
CCCC(=O)N1CCN(c2nc3c(OC)ccc(Cl)c3s2)CC1	6.8	20.7%	20µM*	-9.5%	12.4%	0.6%	28.4	3.5%
CC(C)CCNc1ncnc2c1nnn2Cc1ccccc1Cl	6.0	3.1%	15.6%	9.4%	/	-10.7%	12.1	27.1%
Cc1cccnc1NC(=O)c1ccc(Cl)c(S(=O)(=O)N2CCCC2)c1	-0.9	1.3%	19.5%	-1.6%	0.5%	5.9%	1.9	0.0%
Cc1oc(-c2cccc(Cl)c2)nc1CN1CCC(C(=O)NC(C)C)CC1	-8.5	/	3.0%	/	0.8%	/	/	-6.6%
COc1ccc(OC)c(NC(=O)C2(C)CCN2Cc2cccc(OC)c2OC)c1 (stereo unspecified)	6.5	-32.5%[inhibitor]	15.8%	-26.6%	-19.0%	16.9%	0.0	-13.4%
CC1CCN(C(=O)COC(=O)c2cc3ccccc3cc2O)CC1	-1.4	7.5%	?	-2.2%	20.4%	6.6%	5.4	-8.1%
CCCSc1nc2cc(S(=O)(=O)N3CCOCC3)ccc2n1CC	2.7	0.6%	-16.2%	-0.1%	19.4%	3.3%	9.1	9.3%
COC(=O)CNC(=O)C1CC(=O)N(CCc2ccc(F)cc2)C1 (stereo unspecified)	6.8	-5.5%	-5.5%	-11.6%	0.9%	6.1%	6.0	19.9%
Cc1cccc(NC(=O)C2CCCN(S(=O)(=O)c3cccc4cccnc34)C2)c1 (stereo unspecified)	-6.0	0.9%	-1.3%	-11.5%	31.1%	14.4%	-10.1	7.0%
Cc1ccc2nc(Cl)c(/C=N/NC(=O)c3ccccc3O)cc2c1	-2.0	-9.3%	-11.4%	12.6%	-15.2%	11.2%	6.4	-0.1%
C#CCOCCOCCOCCNc1nc(N2CCN(C(=O)C([C@@H](C)CC)n3cc(C(N)COC(=O)C(F)(F)F)nn3)CC2)nc(N2CCN(C(=O)[C@H](Cc3ccc(O)cc3)n3cc(C(N)[C@H](C)CC)nn3)CC2)n1 (stereo partly specified)	3.0	-3.8%	5.2%	6.7%	?	-1.3%	-1.6	-9.5%
CC1(C)NC(=O)N(CC(=O)OCC(=O)Nc2cc(S(=O)(=O)N3CCCCC3)ccc2Cl)C1=O	-27.0	-1.0%	7.7%	3.3%	19.9%	8.0%	-12.7	-7.5%
O=C(COC(=O)C12CC3CC(CC(O)(C3)C1)C2)Nc1ccccc1OC(F)F	-1.4	-2.4%	-1.5%	10.0%	24.0%	1.8%	-19.1	-2.7%
Cc1ccc2nc(Cl)c(C3CC(c4ccco4)=NN3S(C)(=O)=O)cc2c1 (stereo unspecified)	16.6	1.6%	-12.4%	3.3%	16.7%	-2.2%	6.9	14.3%

3 records picked at random from the list so far:
SMILES	DRD3 agonist	aSyn yeast inh	TDP43 rescue	EPAC2 antagonist	FUS suppressor	EPAC2 agonist	DRD3 antagonist	Abeta rescue
C#CCOCCOCCOCCNc1nc(N2CCN(C(=O)C([C@@H](C)CC)n3cc(C(N)COC(=O)C(F)(F)F)nn3)CC2)nc(N2CCN(C(=O)[C@H](Cc3ccc(O)cc3)n3cc(C(N)[C@H](C)CC)nn3)CC2)n1 (stereo partly specified)	3.0	-3.8%	5.2%	6.7%	?	-1.3%	-1.6	-9.5%
Cc1cccnc1NC(=O)c1ccc(Cl)c(S(=O)(=O)N2CCCC2)c1	-0.9	1.3%	19.5%	-1.6%	0.5%	5.9%	1.9	0.0%
CCCC(=O)N1CCN(c2nc3c(OC)ccc(Cl)c3s2)CC1	6.8	20.7%	20µM*	-9.5%	12.4%	0.6%	28.4	3.5%

The list continues.
SMILES	DRD3 agonist	aSyn yeast inh	TDP43 rescue	EPAC2 antagonist	FUS suppressor	EPAC2 agonist	DRD3 antagonist	Abeta rescue
N=c1oc2ccccc2cc1C(=O)NCc1ccccc1	-8.1	0.9%	-11.6%	-6.8%	7.8%	12.0%	-15.7	-8.1%
COCCNC(=O)CCCn1c(=O)c2ccccc2n(CC(=O)NCCC2=CCCCC2)c1=O	-0.9	-0.2%	-0.2%	-2.1%	-1.5%	4.4%	12.5	16.9%
O=C(Cc1ccccc1)N/N=C/c1ccc(-c2ccc([N+](=O)[O-])cc2)o1	1.4	-1.8%	13.5%	9.3%	/	18.6%	3.1	18.5%
COc1cccc(CNC(=O)Cn2c(=O)oc3cc(S(=O)(=O)N4CCCC4)ccc32)c1	-15.2	-2.3%	-8.4%	/	11.6%	/	/	-15.4%
Cc1ccccc1NC(=O)Cc1nc(COC(=O)c2ccc(O)cc2O)cs1	-2.1	1.4%	16.9%	-9.7%	/	-0.6%	-3.1	-0.9%
